Compound activity as filed in PubChem.
Rab7 wt modul – modulators of GTP binding to Rab7, primary screen, biochemical, wildtype, multiplex bead flow cytometry; Rab7 GTPase wild type (dog), Bodipy-FL-GTP binding; GST-Rab7 beads, fluorescent GTP binding; actives lie on both sides; untreated = 100%, excess cold GTP = 0%; GTP binding activity (percent of control), % at 10 µM; 0.055% of 190,000 active; AID 758, 2007;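 active = fluorescent GTP binding to Rab7 beads changed by at least 20 points from the 100% baseline, either direction, mostly lower; inconclusive = compound itself probably fluorescent, or too few beads counted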;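 also: median green fluorescence of bound Bodipy-FL-GTP per Rab7 bead population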
Rac1 mut GTP – GTP binding modulators of activated mutant Rac1, primary screen, biochemical, bead-based flow cytometry, multiplex, fluorescent GTP. Ras-related C3 botulinum toxin substrate 1 (Homo sapiens), P63000. GST-Rac1 activated beads; actives lie on both sides; 100% means binding = to untreated wells. percent activity (GTP binding), % at 10 µM. 0.11% of 190,000 active;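 active = GTP binding at least 20 percentage points away from the 100% baseline, in either direction, so actives lie on both sides; inconclusive = Compound likely fluorescent itself, or too few beads counted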
Mcl1 Bid PPI – Mcl-1/Bid binding inhibitors, primary screen, biochemical, TR-FRET, 1536-well; AID 1021, 2008; Induced myeloid leukemia cell differentiation protein Mcl-1 (Homo sapiens), Q07820; inhibition, % at 21.7 µM; 0.97% of 220,000 active; TR-FRET Mcl-1/Bid-Dy647 peptide binding;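 active = compounds that cut the binding signal by more than half at the single screening dose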;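 also: His-tagged Mcl-1 with europium anti-His antibody binding Bid BH3 peptide; 0% = Mcl-1 plus peptide wells and 100% = peptide-only wells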
Target sequence (Q07820 whole entry, looked up): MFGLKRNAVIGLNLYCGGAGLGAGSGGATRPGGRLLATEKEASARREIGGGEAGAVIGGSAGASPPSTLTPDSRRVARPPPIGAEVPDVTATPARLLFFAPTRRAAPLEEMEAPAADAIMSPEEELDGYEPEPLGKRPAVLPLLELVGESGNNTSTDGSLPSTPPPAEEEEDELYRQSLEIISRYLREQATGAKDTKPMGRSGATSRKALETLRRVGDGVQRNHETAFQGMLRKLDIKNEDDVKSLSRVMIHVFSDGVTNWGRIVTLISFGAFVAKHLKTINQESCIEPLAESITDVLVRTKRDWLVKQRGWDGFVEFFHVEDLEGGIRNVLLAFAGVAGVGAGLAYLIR
Pf gametocyte – late stage P. falciparum gametocyte viability inhibitors, primary screen, ATP luminescence, HTS; inhibition, % at 10.9 µM; AID 743093, 2013; P. falciparum stage V gametocytes, 24 h; 0.065% of 150,000 active;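 active = inhibition above the mean plus 3 SD of compounds within the control limits, set per campaign, cut at about 38% in these data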;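 also: 0% = DMSO wells and 100% = medium only without gametocytes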
Rac1 wt modul – wildtype Rac1 GTP binding modulators, primary screen, biochemical, GST-Rac1 beads, flow cytometry, multiplex | fluorescent GTP binding; actives lie on both sides; 0 = cold GTP competed, 100 = untreated | 0.27% of 190,000 active | Ras-related C3 botulinum toxin substrate 1 (Homo sapiens), P63000 | GTP binding activity (% of control), % at 10 µM | AID 757, 2007;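 active = GTP binding activity at least 20 points away from the 100% control level, either lower or higher; inconclusive = compound flagged as likely green fluorescent, judged across all proteins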
Rab2A wt mod – modulators of GTP binding to Rab2A wildtype, primary screen, biochemical, dog, bead-based flow cytometry, multiplex. 0.19% of 190,000 active. GTP binding activity, % at 10 µM. Ras-related protein Rab-2A (Canis lupus familiaris), P61105. GST-Rab2 wt beads, Bodipy-GTP binding;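 active = GTP binding activity at least 20 points away from 100%, either lowered or raised; inconclusive = signal likely due to the compound's own green fluorescence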;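 also: 0% = beads with excess unlabeled GTP and 100% = no-compound control corrected for plate trend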
GSH bead fluor – compound fluorescence on glutathione beads, profiling panel, artefact control, biophysical, 488/530 nm, flow cytometry. GSH beads flow cytometry, compound fluorescence 488/530 nm; hits give high values. 0.25% of 190,000 active. fluorescence (KMESF) at 10 µM; in the data active = fluorescence above about 89;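 also: glutathione beads carrying GST-tagged Bcl family fusion proteins plus one bare bead set; values are compound well signal with DMSO vehicle wells as background; inactives centre near 16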
HRas wt GTP bind – modulators of GTP binding to HRas wildtype, primary screen, biochemical, bead-based flow cytometry, multiplex; 0.14% of 190,000 active; GTP binding activity, % at 10 µM; GST-Ras wt beads, Bodipy-FL-GTP binding; actives lie on both sides; AID 759, 2007; GTPase HRas (Homo sapiens), P01112;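 active = GTP binding activity at least 20% away from the 100% baseline, either lowered as inhibitor or raised as activator; inconclusive = flagged as likely green fluorescent, judged across all proteins in the well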;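 also: 0% = unlabeled GTP competition control and 100% = no-compound control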
Target sequence (P01112 whole entry, looked up): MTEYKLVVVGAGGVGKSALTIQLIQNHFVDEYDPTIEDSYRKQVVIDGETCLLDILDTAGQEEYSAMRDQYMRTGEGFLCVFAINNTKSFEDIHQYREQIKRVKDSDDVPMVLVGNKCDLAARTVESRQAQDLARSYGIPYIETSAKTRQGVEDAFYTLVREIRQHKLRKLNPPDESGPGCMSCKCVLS
Cdc42 wt GTP – modulators of GTP binding to wildtype Cdc42, primary screen, biochemical, multiplex bead flow cytometry, Bodipy-GTP | AID 761, 2007 | Cell division control protein 42 homolog (Homo sapiens), P60953 | 0.2% of 190,000 active | GST-Cdc42 beads; actives lie on both sides | percent activity (GTP binding), % at 10 µM;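 active = percent activity GTP binding at least 20 points away from the 100% baseline, either down as inhibitor or up as activator; inconclusive = compound flagged as likely green fluorescent from well-wide comparison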;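 also: median bead fluorescence of bound Bodipy-FL-GTP at 100 nM; 0% = excess unlabeled GTP control and 100% = no compound control; below 100% means less GTP binding so inhibitor and above means activator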
Target sequence (P60953 whole entry, looked up): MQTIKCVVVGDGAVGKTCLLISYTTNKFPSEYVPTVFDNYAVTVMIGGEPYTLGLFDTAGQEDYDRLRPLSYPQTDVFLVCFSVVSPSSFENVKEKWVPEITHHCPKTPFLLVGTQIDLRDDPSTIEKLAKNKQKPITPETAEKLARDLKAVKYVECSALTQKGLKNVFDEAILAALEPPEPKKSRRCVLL
Avidin fluor – green autofluorescence of compounds with avidin beads – biophysical, 488/530 nm, flow cytometry, artefact control, profiling panel | compound fluorescence 488/530 nm; hits give high values | fluorescence (KMESF) at 10 µM | 0.38% of 220,000 active; in the data active = fluorescence above about 47; also: inactives centre near 10
Mcl1-Noxa inh – Mcl-1/Noxa binding inhibitors, primary screen, biochemical, TR-FRET, 1536-well; inhibition, % at 21.7 µM; 1.5% of 220,000 active; TR-FRET Mcl-1/Noxa peptide binding, 2 h;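 active = compounds that cut the protein-peptide binding signal by more than 50% relative to plate controls in a single-dose test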;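 also: His-tagged Mcl-1 with rhodamine Noxa BH3 peptide and terbium anti-His antibody; 0% = Mcl-1 plus Noxa peptide wells and 100% = peptide-only wells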
Numbers without * were called inactive.

CN(C)/N=C/c1cc(Cl)cc([N+](=O)[O-])c1O was read as Rab7 wt modul 95, Rac1 mut GTP 96, Mcl1 Bid PPI -41, Pf gametocyte -35, Rac1 wt modul 96, Rab2A wt mod 95, GSH bead fluor 5, HRas wt GTP bind 98, Cdc42 wt GTP 96, Avidin fluor 2 and Mcl1-Noxa inh 18.
c1ccc(-c2nc(N3CCOCC3)c3ccccc3n2)nc1 was read as Rab7 wt modul 102, Rac1 mut GTP 100, Mcl1 Bid PPI -31, Rac1 wt modul 103, Rab2A wt mod 101, GSH bead fluor 24, HRas wt GTP bind 102, Cdc42 wt GTP 103, Avidin fluor 34 and Mcl1-Noxa inh -8.
For COc1ccc(CN(C(=O)Cc2cccs2)C(C(=O)NC2CCCC2)c2ccncc2)cc1 (centres undefined) the results were Rab7 wt modul 97, Rac1 mut GTP 98, Mcl1 Bid PPI -10, Rac1 wt modul 103, Rab2A wt mod 101, GSH bead fluor 15, HRas wt GTP bind 102, Cdc42 wt GTP 103, Avidin fluor 33 and Mcl1-Noxa inh 2.
Screening CCOP(=O)(OCC)C(Nc1ccccn1)c1ccccc1 (centres undefined) returned Rab7 wt modul inconclusive, Rac1 mut GTP inconclusive, Mcl1 Bid PPI -10, Rac1 wt modul inconclusive, Rab2A wt mod inconclusive, GSH bead fluor 14, HRas wt GTP bind inconclusive, Cdc42 wt GTP inconclusive, Avidin fluor 7 and Mcl1-Noxa inh 22.
For COc1ccc(Br)cc1S(=O)(=O)NCCCN1CCOCC1 the results were Rab7 wt modul 94, Rac1 mut GTP 95, Mcl1 Bid PPI -22, Pf gametocyte -3, Rac1 wt modul 97, Rab2A wt mod 96, GSH bead fluor 15, HRas wt GTP bind 95, Cdc42 wt GTP 99, Avidin fluor 15 and Mcl1-Noxa inh -11.
`Cc1ccc(CN=c2c([N+](=O)[O-])nn(-c3ccc4c(c3)OCCO4)n2O)cc1` gave Rab7 wt modul 101, Rac1 mut GTP 96, Mcl1 Bid PPI -21, Pf gametocyte 18, Rac1 wt modul 102, Rab2A wt mod 97, GSH bead fluor 5, HRas wt GTP bind 99, Cdc42 wt GTP 99, Avidin fluor 13 and Mcl1-Noxa inh 7.
CC1(C)CC(=O)N(CC(=O)NC2CCCC2)c2ccccc2S1(=O)=O was read as Rab7 wt modul 104, Rac1 mut GTP 100, Mcl1 Bid PPI -9, Rac1 wt modul 104, Rab2A wt mod 100, GSH bead fluor 23, HRas wt GTP bind 101, Cdc42 wt GTP 101, Avidin fluor 7 and Mcl1-Noxa inh -2.
For CCOc1ccc(C(=S)NC2CCCCC2)cc1OC the results were Rab7 wt modul 104, Rac1 mut GTP 96, Mcl1 Bid PPI -59, Rac1 wt modul 101, Rab2A wt mod 102, GSH bead fluor 10, HRas wt GTP bind 104, Cdc42 wt GTP 104, Avidin fluor 12 and Mcl1-Noxa inh 3.
`O=C(NN1CCOCC1)c1cc(-c2cccc(Cl)c2)nc2ccccc12` gave Rab7 wt modul 100, Rac1 mut GTP 99, Mcl1 Bid PPI -13, Rac1 wt modul 104, Rab2A wt mod 101, GSH bead fluor 15, HRas wt GTP bind 100, Cdc42 wt GTP 102, Avidin fluor 36 and Mcl1-Noxa inh -8.
Screening C/C(=N\NC(=O)c1ccc(CSc2nncn2C)cc1)c1ccc(Cl)cc1 returned Rab7 wt modul 91, Rac1 mut GTP 96, Mcl1 Bid PPI -3, Rac1 wt modul 102, Rab2A wt mod 98, GSH bead fluor 7, HRas wt GTP bind 98, Cdc42 wt GTP 100, Avidin fluor 1 and Mcl1-Noxa inh 6.
`Cc1ccc(/C=N/c2sc3c(c2C(N)=O)CCCC3)o1` gave Rab7 wt modul 101, Rac1 mut GTP 96, Mcl1 Bid PPI -40, Pf gametocyte 7, Rac1 wt modul 100, Rab2A wt mod 96, GSH bead fluor 11, HRas wt GTP bind 97, Cdc42 wt GTP 100, Avidin fluor 6 and Mcl1-Noxa inh 17.
`CC(C)c1ccc(S(=O)(=O)c2cc3cc(Br)ccc3oc2=O)cc1` gave Rab7 wt modul 98, Rac1 mut GTP 100, Mcl1 Bid PPI -18, Rac1 wt modul 99, Rab2A wt mod 99, GSH bead fluor 19, HRas wt GTP bind 98, Cdc42 wt GTP 97, Avidin fluor 15 and Mcl1-Noxa inh -16.
Screening COC(=O)c1cccc(NC(=O)NC23CC4CC(CC(C4)C2)C3)c1 returned Rab7 wt modul 103, Rac1 mut GTP 103, Mcl1 Bid PPI -18, Rac1 wt modul 110, Rab2A wt mod 101, GSH bead fluor 243*, HRas wt GTP bind 105, Cdc42 wt GTP 102, Avidin fluor 8 and Mcl1-Noxa inh 12.
C=CCN1C(=O)CN=C1Nc1ccc(OC)cc1OC was read as Rab7 wt modul 99, Rac1 mut GTP 101, Mcl1 Bid PPI 8, Pf gametocyte -26, Rac1 wt modul 105, Rab2A wt mod 102, GSH bead fluor 24, HRas wt GTP bind 102, Cdc42 wt GTP 99, Avidin fluor 11 and Mcl1-Noxa inh 34.
Screening CCCNC(=O)c1c(O)c2c([nH]c1=O)CCCC2 returned Rab7 wt modul 98, Rac1 mut GTP 94, Mcl1 Bid PPI -19, Pf gametocyte -1, Rac1 wt modul 96, Rab2A wt mod 95, GSH bead fluor 16, HRas wt GTP bind 95, Cdc42 wt GTP 99, Avidin fluor 12 and Mcl1-Noxa inh -2.
Screening Cn1cc(/C=N/NC(=O)COc2ccccc2[N+](=O)[O-])c2ccccc21 returned Rab7 wt modul 99, Rac1 mut GTP 99, Mcl1 Bid PPI -20, Pf gametocyte -39, Rac1 wt modul 104, Rab2A wt mod 99, GSH bead fluor 15, HRas wt GTP bind 102, Cdc42 wt GTP 102, Avidin fluor 11 and Mcl1-Noxa inh 23.
S=C(NCc1ccco1)N/N=C/c1ccccc1Cl was read as Rab7 wt modul 99, Rac1 mut GTP 98, Mcl1 Bid PPI -4, Rac1 wt modul 98, Rab2A wt mod 97, GSH bead fluor 8, HRas wt GTP bind 99, Cdc42 wt GTP 96, Avidin fluor 0 and Mcl1-Noxa inh 13.
CCOC(=O)C1CCN(C(=O)c2ccccc2NS(=O)(=O)c2cc(C)ccc2C)CC1 was read as Rab7 wt modul 101, Rac1 mut GTP 99, Mcl1 Bid PPI -4, Pf gametocyte 3, Rac1 wt modul 104, Rab2A wt mod 101, GSH bead fluor 11, HRas wt GTP bind 101, Cdc42 wt GTP 105, Avidin fluor 21 and Mcl1-Noxa inh 5.
For COc1ccc(C2=NOC(C(=O)Nc3cccnc3)C2)cc1 (centres undefined) the results were Rab7 wt modul 101, Rac1 mut GTP 97, Mcl1 Bid PPI -20, Rac1 wt modul 101, Rab2A wt mod 101, GSH bead fluor 33, HRas wt GTP bind 95, Cdc42 wt GTP 102, Avidin fluor 10 and Mcl1-Noxa inh 16.
`COc1cccc(C(c2sc3nc(C)nn3c2O)N2CCN(c3ccccc3F)CC2)c1` (centres undefined) gave Rab7 wt modul 103, Rac1 mut GTP 100, Mcl1 Bid PPI -14, Rac1 wt modul 106, Rab2A wt mod 101, GSH bead fluor 20, HRas wt GTP bind 103, Cdc42 wt GTP 103, Avidin fluor 5 and Mcl1-Noxa inh 2.
`COc1ccc(N2C(=O)CC(N3CCN(C4CCc5ccccc5C4)CC3)C2=O)cc1` (centres undefined) gave Rab7 wt modul 103, Rac1 mut GTP 104, Mcl1 Bid PPI -21, Rac1 wt modul 112, Rab2A wt mod 107, GSH bead fluor 14, HRas wt GTP bind 107, Cdc42 wt GTP 106, Avidin fluor 10 and Mcl1-Noxa inh -22.
For CCOC(=O)C1(CCCc2ccccc2)CCN(C(=O)CCc2cnccn2)CC1 the results were Rab7 wt modul 103, Rac1 mut GTP 95, Mcl1 Bid PPI -2, Rac1 wt modul 101, Rab2A wt mod 97, GSH bead fluor 8, HRas wt GTP bind 99, Cdc42 wt GTP 98, Avidin fluor 3 and Mcl1-Noxa inh 11.
Screening COc1ccc(NS(=O)(=O)c2cccc3nsnc23)cc1OC returned Rab7 wt modul 104, Rac1 mut GTP 97, Mcl1 Bid PPI -65, Rac1 wt modul 98, Rab2A wt mod 102, GSH bead fluor 3, HRas wt GTP bind 100, Cdc42 wt GTP 102, Avidin fluor 15 and Mcl1-Noxa inh 17.
Screening CCOc1cc(/C=C2\C(=O)N(c3ccc(C(N)=O)cc3)N=C2C)ccc1OC(=O)c1cccs1 returned Rab7 wt modul 101, Rac1 mut GTP 101, Mcl1 Bid PPI -41, Rac1 wt modul 101, Rab2A wt mod 100, GSH bead fluor 16, HRas wt GTP bind 102, Cdc42 wt GTP 101, Avidin fluor 10 and Mcl1-Noxa inh 25.
`COC(=O)c1ccccc1NC(=O)C1CC(c2ccccc2O)=NO1` (centres undefined) gave Rab7 wt modul 96, Rac1 mut GTP 93, Mcl1 Bid PPI -2, Rac1 wt modul 91, Rab2A wt mod 91, GSH bead fluor 17, HRas wt GTP bind 93, Cdc42 wt GTP 93, Avidin fluor 18 and Mcl1-Noxa inh -8.

Copied from the entries so far (2 entries):
`COc1ccc(N2C(=O)CC(N3CCN(C4CCc5ccccc5C4)CC3)C2=O)cc1` (centres undefined) gave Rab7 wt modul 103, Rac1 mut GTP 104, Mcl1 Bid PPI -21, Rac1 wt modul 112, Rab2A wt mod 107, GSH bead fluor 14, HRas wt GTP bind 107, Cdc42 wt GTP 106, Avidin fluor 10 and Mcl1-Noxa inh -22.
For CCOC(=O)C1(CCCc2ccccc2)CCN(C(=O)CCc2cnccn2)CC1 the results were Rab7 wt modul 103, Rac1 mut GTP 95, Mcl1 Bid PPI -2, Rac1 wt modul 101, Rab2A wt mod 97, GSH bead fluor 8, HRas wt GTP bind 99, Cdc42 wt GTP 98, Avidin fluor 3 and Mcl1-Noxa inh 11.
